Rac1 GTP hydrolysis: MgcRacGAP GTPase-activating activity inhibitors, confirmation, biochemical, ADP Hunter fluorescence | Rac GTPase-activating protein 1 (Homo sapiens) | MgcRacGAP-stimulated Rac1 GTP hydrolysis, ADP Hunter fluorescence; higher % means a stronger effect; GST-tagged Rac1 F28L mutant substrate | one-dose inhibition, % at 30 µM; IC50 in µM for titrated hits | 340,000 tested, 0.6% active | AID 624330, 2012;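 active = first-screen hits whose inhibition reached a set limit at any dose in the follow-up dose series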;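 also: fluorescence reports GDP produced by GAP-driven GTP hydrolysis; strong numbers were not always called active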
GPR55 LPI antagonism: GPR55 antagonists blocking LPI-driven arrestin recruitment, primary screen, imaging, U2OS, beta-arrestin-GFP, LPI agonist (AID 2013); G-protein coupled receptor 55 (Homo sapiens); U2OS GPR55 beta-arrestin-GFP translocation imaging, LPI antagonism; higher % means a stronger effect; one-dose inhibition, % at 10 µM; IC50 in µM for titrated hits; 290,000 tested, 0.13% active;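 active = spots per cell inhibited over 60%, with over 100 cells counted and total cytoplasm intensity under 500,000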;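 also: U2OS cells stably carrying GPR55 and arrestin-GFP stimulated by 5 µM LPI near EC80; imaged beta-arrestin-GFP aggregate spots per cell after agonist stimulation; plate controls were LPI-stimulated DMSO wells for no effect and DMSO wells without LPI for full effect; some results filed as inactive read as strong as hits; confirmed hits need IC50 under 10 µM and bright autofluorescent wells are also inconclusive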
LYP inhibition: inhibitors of LYP phosphatase, biochemical, fluorescence intensity, uHTS (AID 1779); inhibition, % at 11.5 µM, or IC50 in µM where a hit was titrated; 290,000 tested, 0.054% active; recombinant LYP phosphatase, fluorescence intensity; higher % means a stronger effect; in the data active = inhibition above about 50%;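 also: plate controls were vehicle with enzyme for no effect and no enzyme for full effect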
Hep lipid drop: inhibitors of hepatocyte lipid droplet formation, primary screen, imaging, high-throughput imaging, BODIPY stain. AML12 mouse hepatocytes, oleate lipid droplets. inhibition, % at 6.5 µM. 240,000 tested, 0.4% active;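 active = lipid droplet intensity inhibited by at least 50%, with more than 500 cells counted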
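material = mouse AML12 hepatocyte cell line, fixed after treatment | also added = 100 µM oleic acid challenge | doses = compound at 6.5 µM only | schedule = overnight exposure | technique = Image-based BODIPY and DAPI two-channel analysis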
Large T inhibition: SV40 large T antigen inhibitors, biochemical (AID 1903); SV40 large T antigen ATPase/helicase inhibition assay; higher % means a stronger effect; one-dose inhibition, % at 20 µM; IC50 in µM for titrated hits; 310,000 tested, 0.39% active; in the data active = a potency from the dose series; also: strong numbers were not always called active
NTR1 ag: agonists of NTR1, primary screen, imaging, U2OS cells, beta-arrestin-GFP, high content (AID 493036); Neurotensin receptor type 1 (Homo sapiens), P30989; NTR1-U2OS beta-arrestin-GFP spot imaging, agonist mode; activation, % at 20 µM; 330,000 tested, 0.17% active;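 active = activation at or above 40% of the spot to cytoplasm intensity ratio, with at least 20 cells analyzed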;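 also: 0% = DMSO without peptide and 100% = 100 nM NTR1 peptide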
Target sequence (P30989 whole entry, looked up): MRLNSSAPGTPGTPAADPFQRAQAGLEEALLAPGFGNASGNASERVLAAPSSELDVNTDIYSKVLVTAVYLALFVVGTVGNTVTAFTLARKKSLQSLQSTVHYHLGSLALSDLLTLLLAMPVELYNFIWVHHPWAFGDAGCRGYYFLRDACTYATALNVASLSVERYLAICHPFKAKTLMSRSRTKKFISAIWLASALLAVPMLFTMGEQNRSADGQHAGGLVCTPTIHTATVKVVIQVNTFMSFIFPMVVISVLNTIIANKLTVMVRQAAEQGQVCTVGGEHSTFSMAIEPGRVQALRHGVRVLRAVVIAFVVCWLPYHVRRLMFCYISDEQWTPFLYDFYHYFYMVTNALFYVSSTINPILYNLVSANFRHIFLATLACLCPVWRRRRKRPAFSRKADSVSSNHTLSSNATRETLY
GPR35 antagonists: GPR35 antagonists blocking zaprinast-driven arrestin recruitment, primary screen, imaging, U2OS, beta-arrestin-GFP, zaprinast agonist (AID 2058); G-protein coupled receptor 35 (Homo sapiens); U2OS GPR35 beta-arrestin-GFP translocation imaging, zaprinast antagonism; higher % means a stronger effect; inhibition, % at 10 µM; hits with a dose series show IC50 in µM; 290,000 tested, 0.052% active;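 active = inhibition of at least 50% with at least 30 cells and total cytoplasm GFP at most 10,000,000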
T cell HTS: modulators of CD8 T cell-vesicle binding, primary screen, mouse 2C CD8+ T cells, flow cytometry. calls only at 7 µM. 330,000 tested, 0.068% active. 2C CD8+ T cell-vesicle binding; hits give low values;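 active = response, share of CD8 T cells binding vesicles, and their 90th percentile fluorescence all below set limits, cut at about 80% in these data, passing the limit was not always enough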
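Assay system: 2C TCR transgenic mouse naive CD8+ T cells, MACS-purified | Read-out: CD8+ gate FL2 mean fluorescence as % of same-row positive control | Signal: High-throughput flow cytometry with anti-B7-1 and anti-CD8 staining | Timing: Binding step 1.5 h, 37 °C, antibody labelling 20 min, ice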
GPR55 beta-arrestin: GPR55 agonists via beta-arrestin recruitment, primary screen, imaging, U2OS cells, beta-arrestin-GFP redistribution (AID 1961); G-protein coupled receptor 55 (Homo sapiens); U2OS GPR55 beta-arrestin-GFP redistribution imaging; higher % means a stronger effect; activation, % at 10 µM, or EC50 in µM where a hit was titrated; 290,000 tested, 0.048% active;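 active = activation above 40% with more than 50 cells counted in the well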;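 also: U2OS osteosarcoma cells stably expressing GPR55 and beta-arrestin-GFP; plate controls were DMSO negative control for no effect and LPI positive control for full effect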
Hep lipid drop cells 6.5 µM: further read-out of Hep lipid drop, marked with its call; cell count; measured here: cell count, cytotoxicity flag;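 cells counted across two imaged fields per well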
T cell HTS vesicle-bound %: second read-out of T cell HTS, no call of its own (marks repeat the call); double positive events, %; measured here: CD8+ vesicle-bound cell fraction;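 binding gate set so that unloaded-vesicle control wells show 10% double positive cells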
NTR1 ag cell count 20 µM: further read-out of NTR1 ag, marked with its call; cell count; measured here: cell count, cytotoxicity flag
* hit, by the source's call; i = inactive; x = not tested or not shown; + = active, no number.

SMILES	Rac1 GTP hydrolysis	GPR55 LPI antagonism	LYP inhibition	Hep lipid drop	Hep lipid drop cells 6.5 µM	Large T inhibition	NTR1 ag	NTR1 ag cell count 20 µM	GPR35 antagonists	T cell HTS	T cell HTS vesicle-bound %	GPR55 beta-arrestin
N#Cc1cc2c(nc1SCc1ccccc1)CCCC2=O	4.0%	2.0%	5.8%	-2.8	668	-4.7%	6.8	56	-5.9%	i	50.5	0.2%
Cc1nc(-c2ccc(Cl)cc2)sc1C1(C)CC(c2cccc(Cl)c2)=NO1 (centres undefined)	12.9%	2.4%	-9.5%	-2.4	760	22.5%	-4.3	101	8.0%	i	45.0	0.2%
O=C1N/C(=C/c2cccn2-c2ccc(F)cc2)C(=O)N1Cc1ccccc1	1.7%	4.8%	8.5%	-14.1	734	10.3%	13.2	45	-5.2%	i	38.0	0.0%
CCOc1ccc(OCC)c(NC(=O)CCCN2C(=S)NC(C)(C)CC2C)c1 (centres undefined)	5.2%	-5.1%	-7.9%	-7.1	580	7.7%	1.1	77	6.5%	i	46.4	0.2%
O=C(c1ccco1)N1C(=O)c2cccc3cccc1c23	6.5%	-1.5%	-4.5%	-8.0	778	3.1%	-1.4	74	6.8%	i	13.4	4.3%
COc1cccc(CC2(CO)CCCN(Cc3ccc(C)s3)C2)c1 (centres undefined)	6.5%	30.0%	-1.5%	-7.6	688	2.2%	-0.3	88	7.0%	i	55.4	0.0%
CN(C)c1nc(-c2ccccc2)ns1	2.3%	4.8%	-4.3%	4.8	699	12.1%	1.0	46	0.4%	i	35.2	0.2%
CC1(C)Cc2nc3oc4c(=O)n(CC(=O)Nc5ccc(Cl)cc5)cnc4c3cc2CO1	-2.4%	-5.4%	-3.4%	9.2	650	6.4%	0.3	49	-7.7%	i	31.0	-0.3%
COc1ccc(CNC(=O)Nc2cccc(C)c2)cc1	-5.7%	12.2%	-7.6%	x	x	26.4%	-0.8	48	0.3%	i	42.8	-0.1%
NC(=O)COC(=O)c1ccc(S(=O)(=O)N2CCCCCC2)cc1	11.2%	11.7%	0.0%	-6.7	718	12.4%	-1.1	29	-3.1%	i	33.7	0.3%
CCOC(=O)N=S(N)(=O)c1ccc(Cl)cc1 (centres undefined)	9.1%	-8.6%	-5.2%	-0.6	847	-2.9%	-2.0	87	3.9%	i	18.2	-0.1%
CCCc1cc(=O)oc2cc(OCc3cccc(OC)c3)c(Cl)cc12	-1.6%	5.5%	-8.9%	-4.6	625	11.0%	2.8	94	11.1%	i	54.1	4.0%
CCOc1ncccc1C(=O)OCc1ccc(C#N)cc1	9.0%	11.4%	-2.7%	-24.8	585	1.5%	-1.1	83	-0.5%	i	53.5	-0.1%
COc1ccc(NC(=O)CCc2nnc3ccc(N4CCC(C)CC4)nn23)cc1	-9.9%	-0.7%	-12.2%	-0.7	641	9.7%	-1.6	57	14.5%	i	30.8	0.0%
c1ccc(-n2cnnc2SCc2cn3cccnc3n2)cc1	3.9%	-8.0%	-12.2%	x	x	2.7%	-0.4	55	1.1%	i	50.8	-0.1%
CCOC(=O)C1CCN(C(=O)CNC(=O)c2nn(-c3ccc(OC)c(OC)c3)c(=O)c3ccccc23)CC1	2.5%	9.5%	-8.5%	-1.7	821	5.4%	-1.3	50	-19.5%	i	14.3	-0.2%
CC(=O)Nc1ccccc1/C=C/c1ccc2c(C)ccc(O)c2n1	9.0%	4.8%	-0.9%	4.0	569	6.9%	-0.1	61	-7.7%	i	34.0	0.1%
COc1cc2c(cc1OC)C(C)N(CC(=O)Nc1ccc(S(=O)(=O)N3CCCC3)cc1)CC2 (centres undefined)	10.3%	7.5%	-6.0%	-1.7	667	6.8%	0.6	49	2.1%	i	5.5	-0.1%
O=S(=O)(c1cccs1)N1CCC(CO)(Cc2ccc(Cl)cc2)CC1	8.1%	11.0%	1.6%	-14.7	774	1.9%	3.1	30	26.8%	i	31.9	0.1%
Cc1cccc(C)c1-n1nnnc1C(C)(C)N1CCN(N=O)CC1	5.7%	-4.5%	-6.7%	-13.2	704	6.2%	-0.1	44	9.7%	i	27.5	-0.1%
C#CCNC(=O)C1=C[C@@H](c2ccccc2)C[C@@H](OCc2ccc(CO)cc2)O1	6.8%	11.9%	-1.1%	-9.9	646	6.6%	1.1	44	-6.0%	i	29.3	-0.2%
CCc1cc(=O)oc2cc(OCC(=O)N(CC)CC)c(Cl)cc12	2.4%	-2.8%	-6.5%	x	x	1.8%	0.3	58	11.4%	i	44.7	-0.1%
COc1ccc(OC)c(NC(=O)C(=O)N/N=C(\C)CC(=O)Nc2ccc(Cl)cn2)c1	-1.1%	10.5%	-10.2%	10.2	635	16.0%	-0.6	59	16.8%	i	42.1	-0.2%
C=CCC1(CC=C)CCCN1C(=O)c1cc(COc2ccc(F)c(F)c2)on1	6.7%	-0.9%	-3.9%	7.8	719	4.3%	3.1	61	-4.8%	i	27.6	-0.2%
CCc1c(C(=O)NNC(=S)Nc2ccc(S(=O)(=O)Nc3ncccn3)cc2)csc1C	6.4%	1.7%	-8.7%	3.0	839	15.1%	-0.5	63	4.4%	i	5.3	-0.2%
CCCC(=O)Nc1c(C(=O)OCC)oc2ccccc12	6.0%	-2.7%	-1.2%	-1.9	717	5.0%	1.0	48	-14.9%	i	51.1	0.2%
Cc1cccc(NC(=O)COc2coc(CN3CCc4ccccc4C3)cc2=O)c1	-7.8%	x	x	x	x	21.4%	10.1	48	x	i	23.9	x
CCOc1ccc(CCNC(=O)C2CCN(S(=O)(=O)CC)CC2)cc1OCC	7.0%	9.1%	2.2%	x	x	22.4%	0.3	48	16.7%	i	9.9	-0.1%
CC1Cc2ccccc2N1C(=O)CSc1nn2c(=O)c(C(C)(C)C)nnc2s1 (centres undefined)	3.5%	17.5%	-0.3%	5.3	662	4.4%	4.4	57	-6.4%	i	1.3	0.1%
O=C(COc1cc2oc(=O)c3c(c2cc1Cl)CCC3)Nc1cccnc1	-9.9%	-7.3%	-10.5%	-12.4	702	-5.7%	3.8	63	9.8%	i	11.3	0.2%
Cc1[nH]c2ccccc2c1/C=N/NC(=O)Cc1cccs1	13.5%	4.8%	1.3%	-0.3	706	4.3%	3.1	50	-8.9%	i	54.6	0.4%
Cc1ccc(-n2nc(-c3ccco3)cc2C(=O)O)cc1	21.9%	0.8%	-3.2%	-16.3	715	33.2%	0.8	65	-12.2%	i	44.6	0.0%
FC(F)(F)c1nc2ccccc2c2nc3ccccc3n12	1.9%	-3.2%	-5.2%	6.0	764	7.5%	2.3	84	3.0%	i	34.4	-0.2%
C=CCNc1oc(-c2ccco2)nc1S(=O)(=O)c1ccccc1	-2.5%	7.3%	-9.2%	2.4	870	18.1%	-0.6	66	5.7%	i	36.4	0.5%
CCC(Sc1nc(C)cc(C)n1)C(=O)Nc1ccc(S(N)(=O)=O)cc1 (centres undefined)	11.5%	0.5%	-9.1%	5.1	750	19.3%	-0.8	58	16.2%	i	28.2	-0.1%
CCCCN1CC[C@H]2C=CC[C@@H](C(=O)Nc3ccccc3)[C@H]2C1=O	8.3%	x	x	x	x	8.4%	-1.3	60	x	i	13.5	x
Cc1cc(C(F)(F)F)nn1CC(=O)N1CCCC1	7.7%	-8.2%	-6.4%	1.1	782	0.1%	-0.2	61	10.0%	i	20.9	0.2%
CCOC(=O)C1CCN(Cc2ccc(-c3ccccc3)cc2)CC1	151µM*	-11.1%	-10.1%	-3.1	755	6.8%	0.1	83	-4.5%	i	50.4	0.3%
O=C(NNC(=O)c1cc2cc3ccccc3nc2s1)c1ccc(F)cc1	1.7%	4.8%	0.3%	x	x	-3.7%	1.4	46	-0.7%	i	55.2	0.0%
CCCOc1ccc(CNC(=O)Cn2ncc3ccccc32)cc1	5.2%	-5.1%	-3.1%	13.5	779	22.1%	2.0	48	-0.3%	i	40.4	0.3%

Of the compounds above, two have a CF3 group:
SMILES	Rac1 GTP hydrolysis	GPR55 LPI antagonism	LYP inhibition	Hep lipid drop	Hep lipid drop cells 6.5 µM	Large T inhibition	NTR1 ag	NTR1 ag cell count 20 µM	GPR35 antagonists	T cell HTS	T cell HTS vesicle-bound %	GPR55 beta-arrestin
FC(F)(F)c1nc2ccccc2c2nc3ccccc3n12	1.9%	-3.2%	-5.2%	6.0	764	7.5%	2.3	84	3.0%	i	34.4	-0.2%
Cc1cc(C(F)(F)F)nn1CC(=O)N1CCCC1	7.7%	-8.2%	-6.4%	1.1	782	0.1%	-0.2	61	10.0%	i	20.9	0.2%

More entries.
SMILES	Rac1 GTP hydrolysis	GPR55 LPI antagonism	LYP inhibition	Hep lipid drop	Hep lipid drop cells 6.5 µM	Large T inhibition	NTR1 ag	NTR1 ag cell count 20 µM	GPR35 antagonists	T cell HTS	T cell HTS vesicle-bound %	GPR55 beta-arrestin
O=C(COC(=O)c1ccccc1C(=O)N1CCN(c2ccc(F)cc2)CC1)NCc1ccccc1	8.1%	-0.6%	-6.7%	-1.6	779	4.8%	-1.8	67	-8.0%	i	21.6	-0.2%
COc1cc(C(=O)Nc2nnc(-c3sccc3C)s2)cc(OC)c1OC	6.5%	9.9%	2.0%	-2.9	688	2.2%	-4.3	88	-8.7%	+	3.1*	0.2%
CCOCCCNC(=O)N[C@@H](C)C(=O)OC	7.9%	-16.7%	-7.4%	x	x	20.9%	0.4	53	4.3%	i	44.3	-0.3%
Cn1c(SCC(=O)N/N=C/c2cc([N+](=O)[O-])ccc2O)nnc1-c1ccccc1	8.2%	4.0%	4.3%	-28.7	689	5.8%	0.3	44	-19.5%	i	47.1	-0.2%
CCCCN(CC)CCNC(=O)CN(C)S(=O)(=O)c1ccc2c(c1)c(=O)n(C)c(=O)n2C	6.9%	-0.4%	-9.5%	x	x	-4.1%	-2.5	66	9.5%	i	9.6	0.3%
COC(=O)c1ccc(NC(=O)c2ccccc2N(C)S(C)(=O)=O)cc1	7.0%	9.4%	3.3%	-2.6	716	7.7%	-1.0	47	11.8%	i	43.3	-0.1%
